KB-3-1 tox = KB-3-1 parental cell cytotoxicity; actives 1.4% (n = 400,000); Potency, µM (doses to about 46.1 µM), for the others: at the top dose activity change, negative = cytotoxic, most hits filed as cytotoxic; AID 1347075; KB-3-1 viability, CellTiter-Glo ATP luminescence, 72 h; also: potency is read from the fitted curve at half-maximal effect; % is scaled to controls: 0 for no effect and ±100 for the full control effect; nearly all actives have a fitted effect of over 60% in size
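Luminescent ATP read-out (CellTiter-Glo) measures survival of drug-naive KB-3-1 cells after 72 h compound exposure at 37 °C. Titration series was screened from lowest to highest concentration, with DMSO vehicle plates as background controls.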
KB-V1 MDR tox = KB-V1 MDR subline cytotoxicity; Potency, µM (titrated, usually from 46.1 µM), inactives show at the highest dose activity change, negative = cytotoxicity, usual class: cytotoxic; KB-V1 MDR cells viability, CellTiter-Glo, 72 h; actives 3.4% (n = 400,000); AID 1347076; also: potency is read from the fitted curve at half-maximal effect; % is scaled to controls: 0 for no effect and ±100 for the full control effect; nearly all actives have a fitted effect of over 60% in size
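KB-V1, DMEM (no phenol red) + 10% FBS; cpd pin-transferred, titration series; 72 h, 37 degrees C; CellTiter-Glo, luminescence. Data normalized, curve-fit.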
HT1080 IDH1KD tx = toxicity to HT-1080 IDH1 knockdown cells (counter line); HT-1080 IDH1 knockdown viability, ATP luminescence, 48 h; Potency, µM (titrated, usually from 46.1 µM), inactives show at the highest dose activity, negative = toxicity, usual class: cytotoxic; actives 2% (n = 360,000); AID 686971;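 also: potency is read from the fitted curve at half-maximal effect; 0% = DMSO wells and -100% = cell-free medium wells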
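Knockdown cells (IDH1KD HT-1080) received compounds 2 h after plating at 750 cells/well and were kept 48 h at 37 °C in 5% FBS RPMI. A CellTiter-Glo luminescence read gave % activity for curve fitting.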
DRD3 antagonist = antagonists of human D3 dopamine receptor; D3R cells, DiscoveRx beta-arrestin luminescence, antagonist mode; stronger effect = lower value; max response, negative = inhibition, %; actives 2.5% (n = 360,000); in the data active = max response below about -50%; inconclusive = no clear call, values can overlap the other calls; also: % is scaled to controls: 0 for no effect and ±100 for the full control effect; mostly tested at two doses, the higher about 12 µM
Target sequence (P35462 whole entry, looked up): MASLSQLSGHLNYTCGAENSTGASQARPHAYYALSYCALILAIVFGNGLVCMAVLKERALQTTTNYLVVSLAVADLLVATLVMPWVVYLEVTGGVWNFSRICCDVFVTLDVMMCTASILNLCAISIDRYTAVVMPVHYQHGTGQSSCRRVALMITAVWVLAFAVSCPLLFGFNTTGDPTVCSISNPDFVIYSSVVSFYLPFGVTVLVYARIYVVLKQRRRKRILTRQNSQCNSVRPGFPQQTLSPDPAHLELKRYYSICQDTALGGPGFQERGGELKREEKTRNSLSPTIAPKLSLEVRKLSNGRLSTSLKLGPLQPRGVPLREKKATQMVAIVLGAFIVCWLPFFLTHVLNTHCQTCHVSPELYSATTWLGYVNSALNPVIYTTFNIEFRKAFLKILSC
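Cells plated overnight at 1500 cells/well, then exposed to library compounds with dopamine controls for 90 minutes at 37 degrees C. DiscoveRx reagent added for 30–60 minutes at room temperature; luminescence read, quantitative HTS format.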
SW480 rereplic = inducers of DNA re-replication in SW480 colon cancer cells; SW480 DNA re-replication, Hoechst DNA content imaging, 48 h; Potency, µM (titrated, usually from 46.1 µM), without a hit: at the top dose re-replication activation, most hits filed as activators; actives 1.8% (n = 340,000); also: potency is read from the fitted curve at half-maximal effect; % of control where 0% means no effect; nearly all actives have a fitted effect of over 55% in size
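Readout is total intensity of Hoechst-stained nuclei, excited at 405 nm and collected at 500-530 nm. Compound treatment lasted 48 hr at 37 C in 5% CO2 before staining.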
HT1080-NT tox = kills 2HG-producing HT-1080-NT fibrosarcoma cells | Potency, µM (series often up to 46.1 µM), for inactives: at the highest dose activity, negative = less viability, hits mostly cytotoxic | HT-1080-NT fibrosarcoma viability, CellTiter-Glo ATP luminescence, 48 h | AID 686970 | actives 1.6% (n = 360,000);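 also: NT is the 2HG producing partner of a matched IDH1 knockdown line; potency is read from the fitted curve at half-maximal effect; 0% = DMSO-treated cells and -100% = media-only wells without cells; nearly all actives have a fitted effect of over 55% in size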
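Read-out is CellTiter-Glo luminescence after 10 minutes at room temperature, following 48 hours' compound treatment of HT-1080-NT cells (750 cells/well, RPMI, 5% FBS, 37 degrees C).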
D3 ag = agonists of human D3 dopamine receptor. P35462. D3R DiscoveRx beta-arrestin cells, luminescence, 90 min. max activation, %. actives 0.58% (n = 410,000). AID 652048; in the data active = max activation above about 30%; also: 0% is about no effect; mostly tested at two doses, the higher about 12 µM
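Agonist-mode cell screen: cells plated at 1500/well and incubated overnight at 37 °C, then exposed to library compounds for 90 min at 37 °C. Detection reagent was added for 30–60 min at room temperature, and luminescence was read.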
IL1B secr inh = blocks inflammasome-driven IL-1 beta release; THP-1 LPS/ATP IL-1B secretion, AlphaLISA, 16 h; stronger effect = lower value; AID 743279; activity change, % at 57.5 µM; actives 4.7% (n = 360,000); in the data active = activity change below about -50%; inconclusive = mostly about -30% to -49%; also: % is scaled to controls: 0 for no effect and ±100 for the full control effect
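THP-1 cells pretreated 1 hr with compounds (up to 57.5 uM final), then stimulated with LPS (250 ng/mL final) plus ATP (1.25 mM final); secreted IL-1B measured by AlphaLISA after 16 hr, decreased signal indicating inhibition.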
GLP1R ag = GLP-1 receptor (human) agonism. P43220. HEK293 GLP-1R CRE-luciferase, luminescence, 4-6 h; cells express a hypersensitive GLP-1R form. Potency, µM (doses to about 45.6 µM), inactives show at the highest dose activation, actives largely listed as activators. actives 0.007% (n = 380,000). AID 624172; also: potency is read from the fitted curve at half-maximal effect; % of control where 0% means no effect
Target sequence (P43220 whole entry, looked up): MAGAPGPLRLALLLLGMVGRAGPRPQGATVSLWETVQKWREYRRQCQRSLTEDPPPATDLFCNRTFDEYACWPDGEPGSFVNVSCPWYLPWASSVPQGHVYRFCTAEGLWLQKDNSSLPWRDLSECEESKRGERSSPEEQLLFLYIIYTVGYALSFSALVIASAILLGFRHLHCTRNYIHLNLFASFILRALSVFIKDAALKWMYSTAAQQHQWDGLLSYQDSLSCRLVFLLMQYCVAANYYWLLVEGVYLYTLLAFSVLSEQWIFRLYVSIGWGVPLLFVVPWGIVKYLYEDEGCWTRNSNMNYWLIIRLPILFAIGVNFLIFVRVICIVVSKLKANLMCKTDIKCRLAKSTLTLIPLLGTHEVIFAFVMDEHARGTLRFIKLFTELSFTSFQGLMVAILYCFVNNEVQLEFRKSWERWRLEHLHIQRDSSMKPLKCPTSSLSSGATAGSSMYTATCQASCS
Starred values were filed as active, the others as inactive; ? = inconclusive; . = not tested or not shown; [ ] = another dose, or the depositor's remark. Unless noted, calls follow the shape of the dose curve; as a rule, active = well fitted curve in the direction sought with a large enough effect; inconclusive = small, poorly fitted or top-dose-only effect, or another doubt; inactive = no such curve, though single readings can be large; an effect the other way counts as inactive or inconclusive. Rows are unselected. About 12% of those tested had a hit in this group.

SMILES	KB-3-1 tox	KB-V1 MDR tox	HT1080 IDH1KD tx	DRD3 antagonist	SW480 rereplic	HT1080-NT tox	D3 ag	IL1B secr inh	GLP1R ag
Cn1c(SCc2ccc(F)cc2)nnc1-c1cnccn1	0%	-9%	6%	3	-14%	2%	4	0	2%
COc1ccc(CC(=O)NCc2cn3ccsc3n2)cc1	0%	12%	1%	7	91%	1%	-6	6	2%
Cc1cccc(NC(=O)c2cnc3sccn3c2=O)c1	-11%	19%	8%	2	-9%	0%	-1	45	1%
COc1cc(NC(=S)N2CCCCC2C)cc(OC)c1OC (stereo not drawn)	1%	12%	-5%	-2	12%	-5%	-6	24	8%
CC1=CC2=NC(=O)/C(=C\c3cccn3CCOc3ccccc3)C(=N)N2O1	2%	-12%	-1%	12	-1%	3%	-1	-10	22%
CCCCCCN1C[C@H](O)[C@@H](n2cc(C3CC3)nn2)C[C@@H]1c1ccc(Cl)cc1	24%	0%	6%	6	.	-2%	3	82	-6%
O=C(CSc1ncnc2sc3c(c12)CCCC3)c1ccco1	-19%	?	-13%	0	14%	-9%	-3	-2	0%
COc1cccc(NC(=O)[C@H](Cc2ccccc2)NC(=O)[C@@H]2Cc3ccccc3CN2)c1	-13%	8%	?	-1	?	?	-5	11	-3%
CCOCN(C(=O)Cn1c(CO)nc2ccccc21)c1c(C)cccc1CC	-4%	-3%	2%	34	-4%	-1%	3	0	1%
Cc1noc(C)c1C(=O)Nc1sc2c(c1C(N)=O)CCCCC2	-15%	21µM*	-4%	23	-15%	-19%	47*	-2	11%
COc1ccc(C(=O)Nc2cc(C)nn2-c2cccc(F)c2)cc1OC	6%	1%	0%	-20	-5%	-8%	-5	-20	8%
O=C(CCc1nc2sc3c(c2c(=O)[nH]1)CCCC3)NCCc1ccccc1	-2%	-11%	-3%	10	-4%	0%	4	2	-10%
CCCN(CC(=O)Nc1ccccc1C)C(=O)Cc1cccs1	-6%	-17%	8%	3	-2%	1%[9.24 µM]	2	-7	7%
CC(=O)Nc1ccc(N(C(=O)Cc2cccs2)C(C(=O)NC2CCCC2)c2ccncc2)cc1 (stereo not drawn)	5%	22%	11%	14	21%	13%	3	-6	14%
CCCC(=O)Nc1ccccc1NC(=O)c1ccc(OCC)c(OCC)c1	9%	-16%	10%	-15	-1%	1%	-4	39	14%
CCOC(=O)CN1C(=O)N[C@@H](c2ccccc2)[C@@H](C(=O)OC)[C@H]1C	27%	16%	9%	32	-1%	13%	7	6	-1%
CCCCNC(=O)C[C@@H]1C[C@@]2(C(=O)OCC)CCCC=C2N(Cc2ccc(Cl)cc2Cl)C1=O	?	9.2µM*	-29%	0	.	?	-14	?	4%
COc1cccc(CNC(=O)CC(c2ccc(C)cc2)N2Cc3ccccc3C2=O)c1 (stereo not drawn)	-11%	-12%	.	.	.	.	-6	.	-4%
CCCn1c(SCC(=O)N2CCc3ccccc32)n[nH]c1=O	0%	1%	1%	-3	-9%	-1%	-3	34	-10%
O=S(=O)(c1ccccc1)N1CCN(C(c2ccccc2)c2ccc(OC(F)(F)F)cc2)CC1 (stereo not drawn)	8%	2%	-4%	-4	-15%	-7%	2	4	0%
Cc1cccc(C(=O)NCC(=O)OCC(=O)N2CC3(C)CC2CC(C)(C)C3)c1 (stereo not drawn)	2%	-5%	23%	1	6%	24%	-4	16	1%
COc1ccc2nc(Nc3nc(CSc4nc5ccccc5[nH]4)cc(=O)[nH]3)nc(C)c2c1	?	?	?	35	?	?	0	-95*	2%
CN(C(=O)CSc1cc(C(=O)c2nccn2C)c2ccccc2n1)c1ccccc1	?	?	-28%	-1	-79%[inhibitor]	-26%	16	-56*	6%
Cc1ccc(CC(=O)Nc2cccc(C#N)c2)cc1	-6%	-12%	2%	?	-2%	-3%	-20	1	0%
CCOc1cc(N2CCOCC2)c(OCC)cc1NC(=O)c1ccc(OC(C)C)cc1	0%	-23%	-2%	0	-1%	2%	-12	7	2%

Some of the entries so far, with bars between the fields:
compound | KB-3-1 tox | KB-V1 MDR tox | HT1080 IDH1KD tx | DRD3 antagonist | SW480 rereplic | HT1080-NT tox | D3 ag | IL1B secr inh | GLP1R ag
CCCCNC(=O)C[C@@H]1C[C@@]2(C(=O)OCC)CCCC=C2N(Cc2ccc(Cl)cc2Cl)C1=O | ? | 9.2µM* | -29% | 0 | . | ? | -14 | ? | 4%
COc1cccc(CNC(=O)CC(c2ccc(C)cc2)N2Cc3ccccc3C2=O)c1 (stereo not drawn) | -11% | -12% | . | . | . | . | -6 | . | -4%
CCCn1c(SCC(=O)N2CCc3ccccc32)n[nH]c1=O | 0% | 1% | 1% | -3 | -9% | -1% | -3 | 34 | -10%
O=S(=O)(c1ccccc1)N1CCN(C(c2ccccc2)c2ccc(OC(F)(F)F)cc2)CC1 (stereo not drawn) | 8% | 2% | -4% | -4 | -15% | -7% | 2 | 4 | 0%
Cc1cccc(C(=O)NCC(=O)OCC(=O)N2CC3(C)CC2CC(C)(C)C3)c1 (stereo not drawn) | 2% | -5% | 23% | 1 | 6% | 24% | -4 | 16 | 1%
COc1ccc2nc(Nc3nc(CSc4nc5ccccc5[nH]4)cc(=O)[nH]3)nc(C)c2c1 | ? | ? | ? | 35 | ? | ? | 0 | -95* | 2%
CN(C(=O)CSc1cc(C(=O)c2nccn2C)c2ccccc2n1)c1ccccc1 | ? | ? | -28% | -1 | -79%[inhibitor] | -26% | 16 | -56* | 6%

More entries:
SMILES	KB-3-1 tox	KB-V1 MDR tox	HT1080 IDH1KD tx	DRD3 antagonist	SW480 rereplic	HT1080-NT tox	D3 ag	IL1B secr inh	GLP1R ag
O=C(NC1CCCC1)c1cccc(Cn2cc([N+](=O)[O-])cn2)c1	9%	0%	-4%	0	9%	0%	7	-27	10%
CCOC(=O)c1c(C)n(C)c2ccc(OCC(O)CNC(CC)CO)cc12 (stereo not drawn)	-4%	18%	0%	15	-5%	-16%	5	?	20%
Cc1ccc(C)c(SCC(=O)OCC(=O)NCc2ccccc2)c1	14%	19%	-4%	8	-3%	-2%	4	16	9%
O=C(CCN1C(=O)/C(=C/c2ccccc2Cl)SC1=S)NNC(=O)c1ccccc1O	5%	3%	?	2	?	?	14	32	5%
O=C(CCCCCN1C(=O)CCC1=O)Nc1ccc2c(c1)OCO2	-4%	-5%	-2%	-11	-1%	6%	-5	16	-1%
Cc1cccc(NC(=O)CS(=O)CC(=O)Nc2cnc3ccccc3c2)c1C (stereo not drawn)	0%	?	7%	-25	-7%	-16%	-12	28	10%
CCOc1cc(NC(=O)C2CC2)c(OCC)cc1NC(=O)c1ccccc1OCC	?	-3%	?	53	?	-19%	9	?	31%
CCOc1ccc(CCNC(=O)C2=C(C)C(=O)OC23CCCCC3)cc1OCC	19%	?	15%	-6	-6%	?	0	25	6%
CCc1noc(C)c1C(=O)N1CCN(S(=O)(=O)c2ccc(C(C)C)cc2)CC1	-1%	-1%	10%	-3	-164%[inhibitor]	14%	5	21	16%
CCOc1ccc(OCCC(=O)N(CCCOC)c2c(N)n(Cc3ccccc3)c(=O)[nH]c2=O)cc1	19%	14%	0%	9	25%	0%	2	-17	8%
CC(C)C[C@H](NC(=O)c1nc[nH]c1C(=O)NC(c1ccccc1)c1ccccc1)C(=O)OC(C)(C)C	?	?	21µM*	-26	?	26µM*	-53	-69*	-5%
CCOC(=O)c1ccc(CSC(=N)N)o1	?	6%	?	-11	21µM*	?	-6	-12	-2%
CSCCC(NS(=O)(=O)c1ccccc1F)C(=O)N1CC=C(c2ccccc2)CC1 (stereo not drawn)	-1%	?	0%	8	5%	1%	1	-13	-5%
C=CCn1c(SCc2cc(=O)n3ccsc3n2)nc2ccccc2c1=O	17%	2%	0%	-7	-29%	15%	0	28	-1%
O=C(c1cccs1)N(Cc1ccco1)Cc1cc2ccccc2[nH]c1=O	9%	-17%	-2%	27	6%	-3%	1	11	4%
CC(C)c1ccc(S(=O)(=O)N2CCN(C(=O)c3ccc(N4CCCC4)c([N+](=O)[O-])c3)CC2)cc1	.	.	-29%	-1	?	0%	-4	-52*	0%
COc1ccc(C(=O)OCC(=O)NC(C)CCc2ccccc2)c(OC)c1 (stereo not drawn)	14%	-9%	10%	13	0%	15%	1	26	-3%
COc1cccc(C(=O)NNC2OC(CO)C(O)C2O)c1 (stereo not drawn)	-2%	4%	0%	-3	-3%	-1%	0	0	7%
N#Cc1cccnc1N1CCN(C(=O)c2[nH]c(C(F)(F)F)nc2-c2ccccc2)CC1	0%	13%	21%	11	.	21%	-12	17	-5%

Arranged by count of non-hydrogen atoms (largest number first): part of the list above
SMILES	KB-3-1 tox	KB-V1 MDR tox	HT1080 IDH1KD tx	DRD3 antagonist	SW480 rereplic	HT1080-NT tox	D3 ag	IL1B secr inh	GLP1R ag
CCOc1cc(N2CCOCC2)c(OCC)cc1NC(=O)c1ccc(OC(C)C)cc1	0%	-23%	-2%	0	-1%	2%	-12	7	2%
O=C(CCN1C(=O)/C(=C/c2ccccc2Cl)SC1=S)NNC(=O)c1ccccc1O	5%	3%	?	2	?	?	14	32	5%
CCCCCCN1C[C@H](O)[C@@H](n2cc(C3CC3)nn2)C[C@@H]1c1ccc(Cl)cc1	24%	0%	6%	6	.	-2%	3	82	-6%
COc1cccc(C(=O)NNC2OC(CO)C(O)C2O)c1 (stereo not drawn)	-2%	4%	0%	-3	-3%	-1%	0	0	7%
